GPR151 ag: activators of human GPR151, primary screen, cell-based, PathHunter beta-arrestin, luminescence; activation, % at 11.2 µM; G-protein coupled receptor 151 (Homo sapiens), Q8TDV0; 1% of 650,000 active; PathHunter beta-arrestin GPR151 cells; in the data active = activation above about 4.9%;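 note: 0% = median of compound wells and 100% = cells with positive control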
Target sequence (Q8TDV0 whole entry, looked up): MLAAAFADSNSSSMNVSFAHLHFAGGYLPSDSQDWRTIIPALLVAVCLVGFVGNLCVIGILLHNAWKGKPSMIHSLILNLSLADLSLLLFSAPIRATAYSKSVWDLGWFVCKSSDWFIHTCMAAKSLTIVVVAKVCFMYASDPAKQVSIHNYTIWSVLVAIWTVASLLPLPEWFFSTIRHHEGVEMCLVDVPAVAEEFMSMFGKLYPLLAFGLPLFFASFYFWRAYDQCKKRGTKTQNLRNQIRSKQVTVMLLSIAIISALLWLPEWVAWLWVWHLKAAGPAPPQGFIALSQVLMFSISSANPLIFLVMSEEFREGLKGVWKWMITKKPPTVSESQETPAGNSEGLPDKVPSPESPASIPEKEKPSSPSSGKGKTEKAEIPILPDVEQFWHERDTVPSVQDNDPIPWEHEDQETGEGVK
FBW7 act: FBW7 E3 ligase activators, primary screen, biochemical, AlphaScreen, human | F-box/WD repeat-containing protein 7 (Homo sapiens), Q969H0 | AlphaScreen FBW7–phospho-cyclin E peptide binding, activator screen | normalized activity (activation), % at 26.1 µM | 0.13% of 650,000 active | AID 1259310, 2017; in the data active = normalized activity above about 1.9%;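 note: purified mutant Fbw7 with reduced substrate affinity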
MITF primary: MITF inhibitors, primary screen, biochemical, AlphaScreen, human; AlphaScreen MITF homodimerization, bead proximity signal; 0.91% of 650,000 active; inhibition, % at 2.6 µM; Microphthalmia-associated transcription factor (Homo sapiens), O75030; AID 1259374, 2018; in the data active = inhibition above about 50%;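 note: 0% = vehicle wells with protein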
Target sequence (O75030 whole entry, looked up): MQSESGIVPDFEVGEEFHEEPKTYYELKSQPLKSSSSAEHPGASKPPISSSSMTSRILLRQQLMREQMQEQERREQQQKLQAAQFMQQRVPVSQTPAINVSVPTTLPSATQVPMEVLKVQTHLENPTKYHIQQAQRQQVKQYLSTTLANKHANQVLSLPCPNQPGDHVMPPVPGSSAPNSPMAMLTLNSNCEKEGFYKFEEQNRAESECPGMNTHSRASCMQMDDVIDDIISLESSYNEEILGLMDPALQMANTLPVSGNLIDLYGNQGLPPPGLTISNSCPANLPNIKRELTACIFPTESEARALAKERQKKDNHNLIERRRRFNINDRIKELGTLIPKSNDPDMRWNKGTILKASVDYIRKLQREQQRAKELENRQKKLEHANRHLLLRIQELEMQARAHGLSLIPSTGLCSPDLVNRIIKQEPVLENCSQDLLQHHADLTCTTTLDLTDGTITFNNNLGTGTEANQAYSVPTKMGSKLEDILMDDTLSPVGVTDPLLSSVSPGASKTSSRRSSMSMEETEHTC
TEAD-YAP inh: TEAD-YAP interaction inhibition, primary screen, TEAD-YAP interaction inhibitor project, luminescence, HEK-TIYL cells. TEAD-Gal4/YAP UAS-luciferase luminescence. inhibition, % at 9.12 µM. 1.4% of 640,000 active; in the data active = inhibition above about 32%;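 note: 0% = median of test compound wells and 100% = reference inhibitor wells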
* hit, by the source's call. An unsorted share of the library; any-hit rate near 3.4%.

entry	mol	GPR151 ag	FBW7 act	MITF primary	TEAD-YAP inh
1	Cc1cccn2c(CNC(C)CCCC(C)(C)O)c(C(=O)N3CCCCC3)nc12 (stereo unspecified)	1.0	0.1	26.9	6.2
2	C[C@H]1C(=O)N2CCN(CC3CCCCC3)C[C@@H]2C(=O)N1C	-0.7	-0.2	-9.6	-6.1
3	COc1ccc(CCNC(=O)Nc2cccc3ccccc23)cc1OC	3.0	-0.2	-8.6	-1.7
4	O=C(NCCc1ccccc1)C1CCCN(c2nnc(N3CCCC3=O)s2)C1 (stereo unspecified)	-2.4	0.8	0.0	3.4
5	CCCc1ccc(-c2nc(CCC)no2)cc1	-0.3	0.0	12.7	-13.9
6	COc1ccc(CCNC(=O)CCc2nnc3ccc(N4CCOCC4)nn23)c(OC)c1	2.4	0.1	-13.0	-7.0
7	COc1ccc(O)c(C2NC(C)(C(=O)O)C3C(=O)N(c4ccccc4OC)C(=O)C23)c1 (stereo unspecified)	5.1*	-0.1	0.4	-6.7
8	Cc1c(/C=C2/N=C(c3cccs3)OC2=O)cc(C#N)n1C	-1.6	0.0	15.7	-0.3
9	O=C1OC(c2ccc([N+](=O)[O-])cc2)=N/C1=C\c1ccccc1	-0.8	-0.1	9.5	-3.7
10	Cc1ccc2oc(=O)c3cnn(CC(=O)Nc4ccccc4Cl)c3c2c1	0.2	0.7	0.2	-4.3
11	COc1ccccc1-c1cc(C(=O)Nc2cc(Br)ccc2O)no1	1.0	0.1	-1.0	3.9
12	Clc1ccc(-c2noc(-c3ccco3)n2)cc1	-3.3	0.0	-1.2	-58.8
13	CCC(C)(C)n1nnnc1C(c1cc(OC)c(OC)c(OC)c1)N1CCN(C)CC1 (stereo unspecified)	1.5	-0.2	7.5	-7.7
14	O=C(COc1ccc2ccc(=O)oc2c1)Nc1ccc(F)c(Cl)c1	2.2	0.0	0.3	-2.1
15	COc1ccc(C(=O)NCc2ccccc2)cc1[N+](=O)[O-]	-0.7	0.6	11.1	9.2
16	CC(C)(C)c1ccc(C2=N/C(=C\c3ccc4c(c3)OCO4)C(=O)O2)cc1	-1.0	0.0	-4.1	-5.2
17	Cc1nnc(SCCNC(=O)C2CCCN2c2nc(C)c3cc(F)ccc3n2)s1 (stereo unspecified)	-0.3	-0.1	-18.5	-3.8
18	CC(Sc1nc2[nH]ncc2c(=O)[nH]1)c1ccccc1 (stereo unspecified)	3.2	-0.1	-4.4	-4.0
19	Cc1nc2c3ccccc3nc(SCC(=O)c3ccccc3)n2n1	-1.1	-0.1	-2.6	14.4
20	COc1ccccc1OCCSc1nc2ccccc2n1Cc1ccccc1	0.7	0.2	-2.6	-71.6
21	O=C(NC(=S)Nc1ccc2oc(-c3ccccc3)nc2c1)c1cccs1	-0.9	0.1	8.3	-15.8
22	COc1ccccc1CCNC(=O)C1CC12CCN(CCC(C)C)CC2 (stereo unspecified)	-0.7	0.2	-1.2	5.3
23	COc1ccc(N/C=C(\C#N)C(N)=S)cc1	0.8	0.0	19.3	27.2
24	O=C(NCc1cccnc1)c1cccn2c(=O)c3ccc(Cl)cc3nc12	0.4	-0.1	6.5	-0.4
25	COc1ccc(CN(Cc2cccnc2)C(=S)NCc2ccco2)cc1OC	-0.2	-0.3	-12.4	-4.9
26	O=C(Nc1ccccc1)c1cccc(S(=O)(=O)Nc2cccc(F)c2)c1	1.0	0.1	-8.6	1.9
27	CCOC(=O)OCCNC(=O)c1cc2ccccc2oc1=O	0.9	0.0	-0.6	3.4
28	CCC(C)(C)NC(=O)c1c(-c2ccccc2Cl)noc1C	1.8	0.1	-4.5	-4.5
29	N#CCSc1nc2cc(C(=O)N3CCOCC3)ccc2c(=O)n1C1CCCCC1	0.5	0.3	22.8	14.5
30	O=C1c2ccccc2C(=O)N1CCS(=O)(=O)N1CCN(c2ccc(F)cc2)CC1	-0.8	0.1	10.1	-0.8
31	CCSC1=C(C#N)C(c2cc(OC)c(OC)c(OC)c2)C2=C(CCCC2=O)N1 (stereo unspecified)	0.2	-0.1	3.3	3.4
32	Cc1ccc(S(=O)(=O)CCC(=O)Nc2ccc(Oc3ccccc3)cc2)cc1	-1.5	-0.1	12.9	1.1
33	O=C(NCc1cccc(C(F)(F)F)c1)c1cccc(NC2CCN(Cc3ccccc3)CC2)n1	2.1	0.0	17.9	-3.1
34	CCCNCc1c(C(=O)O)n(Cc2ccccc2C)c2ccccc12	-1.5	0.2	-3.9	17.7
35	C/C(=N/NS(=O)(=O)c1ccccc1)c1cccs1	0.0	-0.1	-1.4	0.6
36	COc1ccc(CCNC(=O)c2ccnc(Nc3ccnn3C)c2)cc1	-1.2	0.0	-1.2	-5.6

Arranged by molecular weight (low to high): part of the list above
entry	mol	GPR151 ag	FBW7 act	MITF primary	TEAD-YAP inh
12	Clc1ccc(-c2noc(-c3ccco3)n2)cc1	-3.3	0.0	-1.2	-58.8
34	CCCNCc1c(C(=O)O)n(Cc2ccccc2C)c2ccccc12	-1.5	0.2	-3.9	17.7
14	O=C(COc1ccc2ccc(=O)oc2c1)Nc1ccc(F)c(Cl)c1	2.2	0.0	0.3	-2.1
10	Cc1ccc2oc(=O)c3cnn(CC(=O)Nc4ccccc4Cl)c3c2c1	0.2	0.7	0.2	-4.3

Additional results.
entry	mol	GPR151 ag	FBW7 act	MITF primary	TEAD-YAP inh
37	O=C1NCCN1c1cccc(C(=O)N2CCC[C@@H]3CN(Cc4cccs4)CC[C@H]32)c1	-0.6	-0.1	-0.5	-5.6
38	COc1cc(C2NC(C(=O)O)CS2)cc(OC)c1OC (stereo unspecified)	-1.2	-0.1	11.8	-15.2
39	Cc1ccc(S(=O)(=O)n2nc(OC(=O)c3ccccc3F)cc2N)cc1	-0.4	0.0	18.5	-1.1
40	O=C(CN1C(C(=O)c2ccccc2)=C(NCCO)c2ccccc2S1(=O)=O)c1ccc(Br)cc1	-0.9	-0.2	-0.2	2.9
41	CC1(C)CC(=O)C2=C(C1)NC(SCC(=O)NCc1ccccc1)=C(C#N)C2c1ccco1 (stereo unspecified)	0.0	0.2	18.9	5.8
42	COC(=O)c1nnc(-c2ccccc2)c(-c2ccccc2)n1	2.6	-0.2	3.0	5.0
43	Cc1ccc(CN2CCC(n3nccc3NC(=O)C3CCOC3)CC2)cc1 (stereo unspecified)	0.6	0.2	-8.4	0.5
44	COc1ccccc1CC(=O)Nc1cnc2cnc(-c3ccccc3)cn12	0.0	0.1	5.2	6.9
45	CCC1CN(CC(=O)NC(c2cccnc2)C(F)(F)F)Cc2cc(OC)ccc2O1 (stereo unspecified)	-1.0	-0.3	1.8	2.8
46	c1cncc(-c2cc(NCCCN3CCOCC3)nc(-c3cccnc3)n2)c1	-0.2	0.0	7.3	17.2
47	Cc1nc2scc(C)n2c1C(=O)N1CC(C)OC(C)C1 (stereo unspecified)	0.0	-0.7	2.3	-11.4
48	O=C(Nc1ccc(-c2nc3ccccc3[nH]2)cc1)c1cccc(Cl)c1Cl	-0.5	0.1	4.2	-99.4
49	C=C(C)CNC(=O)c1ccc(C)nc1N1CCN(C(=O)c2ccco2)CC1	2.7	-0.5	-2.2	-0.4
50	CC1CC(CC(C)C(=O)NC(=S)Nc2nncs2)C(=O)O1 (stereo unspecified)	-0.4	0.0	-6.8	-0.9
51	O=C(CCc1ccccc1)Nc1nnc(-c2ccccc2)s1	-1.2	0.0	4.5	8.4
52	CCNS(=O)(=O)c1ccc(NC(=S)NCCc2ccc(OC)c(OC)c2)cc1	-0.1	-0.2	10.2	5.3
53	CN1C(=O)/C(=C\C2(C)N3CC4(C)CN2CC(C)(C3)C4=O)c2ccccc21 (stereo unspecified)	0.4	-0.1	11.2	10.6
54	CCCCCCc1cc2cc(-c3cn4c(n3)sc3ccccc34)c(=O)oc2cc1O	-0.4	0.4	-6.8	0.1
55	CC(C)(C)NC(=O)C1CCCN1C(=O)Nc1ccc(Cl)cc1 (stereo unspecified)	-0.4	-0.1	-9.2	0.8
56	Cc1ccc(NC(C)C(=O)N/N=C/c2cc(Br)ccc2O)cc1 (stereo unspecified)	0.3	-0.1	16.7	19.3
57	Cn1c(Nc2nc(NC3CC3)c3ncn(Cc4ccc(C(F)(F)F)cc4)c3n2)nc2ccccc21	-1.0	0.0	1.0	8.4
58	Cc1cc2c(cc3c(=O)n(CC(=O)NC4CCCC4)nc(C)n32)s1	0.9	-0.2	8.7	6.8
59	COCCCNc1ncnc2sc3c(c12)CCC(C)C3 (stereo unspecified)	1.9	-0.1	-5.2	-11.0
60	CCOC(=O)C1=C(C)N=c2s/c(=C/c3ccc(N(C)C)cc3)c(=O)n2C1c1ccccc1OC(C)C (stereo unspecified)	0.0	-0.1	-0.8	10.7

Next part (two carried over from the part before).
entry	mol	GPR151 ag	FBW7 act	MITF primary	TEAD-YAP inh
59	COCCCNc1ncnc2sc3c(c12)CCC(C)C3 (stereo unspecified)	1.9	-0.1	-5.2	-11.0
60	CCOC(=O)C1=C(C)N=c2s/c(=C/c3ccc(N(C)C)cc3)c(=O)n2C1c1ccccc1OC(C)C (stereo unspecified)	0.0	-0.1	-0.8	10.7
61	O=C1NC(c2ccc(Br)cc2)=N/C1=C\c1cccc([N+](=O)[O-])c1	0.9	0.4	11.9	-1.0
62	O=C1NC(=O)C2(COC(c3cccnc3)OC2)S1 (stereo unspecified)	0.3	0.0	6.3	6.7
63	Cc1nn(C)c(C)c1-c1nc(NC2CC2)c2[nH]cnc2n1	0.3	-0.1	-8.7	2.3
64	O=C(NCc1cccnc1)c1ccc(C#Cc2ccccc2)o1	0.4	0.1	-2.1	99.2*
65	COc1ccc(Oc2coc3cc(OC(=O)c4ccc(Br)cc4)ccc3c2=O)cc1	-0.3	0.0	-13.3	-1.2
66	COc1ccc(NC(=O)COC(=O)c2ccc(OCc3c(C)noc3C)cc2)cc1Cl	-0.3	0.5	14.4	-4.9
67	CC(=O)c1cccc(NC(=O)c2cccc(C)c2)c1	-0.3	-0.2	2.3	-26.9
68	Cc1cccc(-n2c3nc(=O)n(C)c(=O)c-3cc3ccccc32)c1	-1.3	-0.1	11.3	-1.1
69	CN(C(=O)/C=C/c1ccc(Br)o1)c1ccccc1	0.9	0.1	1.9	-7.1
70	CCOc1cc(-c2nc3n(c2NCc2ccc4c(c2)OCO4)CCNC3)ccc1O	0.7	-0.1	-8.6	2.6
71	CC(C)N(C(C)C)S(=O)(=O)c1ccc(Oc2ccc3ccc(=O)oc3c2)nc1	0.3	0.1	19.9	2.2
72	CC1CCN(S(=O)(=O)c2ccc(NC(=O)C(C)Oc3ccc(Cl)cc3Cl)cc2)CC1 (stereo unspecified)	-0.4	0.1	16.4	-13.2
73	C=CC[C@@H]1CC=C[C@@H](C)N1C(=O)CCC1(Cc2ccccc2)CCC(=O)N1 (stereo partly specified)	-0.9	-0.1	-2.0	-41.1
74	CC(=O)C1=C(C)NC(C)=C(C(C)=O)C1c1cccnc1	-0.7	0.5	15.3	3.7
75	O=C1NC(=O)c2cc(NS(=O)(=O)c3ccc4c(c3)C(=O)c3ccccc3C4=O)ccc21	0.9	-0.1	8.1	4.3
76	CCC(=O)N(Cc1cc2cc(C)ccc2n2nnnc12)C1CCCC1	0.0	0.5	9.8	-59.9
77	Cc1ccc(N2C(=O)C3C(c4ccccc4)C=CC(c4ccccc4)C3C2=O)cc1 (stereo unspecified)	-0.4	0.0	6.8	2.7
78	COCCNc1cc(C)nc2c(-c3ccc(Cl)cc3)c(C)nn12	1.0	0.1	1.2	1.1
79	COc1cc(C(=O)NCCCNc2ccc([N+](=O)[O-])cc2Cl)cc(OC)c1OC	-1.6	0.0	-1.4	6.9
80	CCCCn1c(=O)c2ccccc2n2c(SCC(=O)NC(=O)NC3CCCC3)nnc12	-1.4	0.1	7.0	2.9
81	CN(Cc1ccccc1)C(=O)CN1N=C(c2ccccc2)CCC1=O	-0.6	1.3	11.0	-7.8

Screening results from PubChem BioAssay.
